HKDC1 inhibitor: HKDC1 hexokinase inhibitors, primary screen, biochemical, fluorescence, uHTS. actives 0.16% (n = 340,000). Q2TB90. inhibition, % at 20 µM. recombinant HKDC1, G6PDH/diaphorase resazurin coupled fluorescence;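 active = inhibition above about 35% when tested at 20 µM, limit read from the data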;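 also: plate controls were DMSO wells with enzyme for no effect and DMSO wells lacking enzyme for full effect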
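Test system: recombinant HKDC1 (HK5) hexokinase enzyme, produced in-house / Doses: 20 µM test compound, 1% DMSO / Timing: 90 min, room temperature / Detection: G6PDH/diaphorase-coupled fluorescence, 1 mM NADP, 100 µM resazurin, 525/613 nm / Control set: DMSO wells with and without enzyme mix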
SENP7 inh: SENP7 protease inhibitors, primary screen, biochemical, luminescence, uHTS; inhibition, % at 5 µM; recombinant SENP7, Z-RLRGG-aminoluciferin luminescence, 40 min; Sentrin-specific protease 7 (Homo sapiens), Q9BQF6; actives 1.5% (n = 330,000);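 active = inhibition above about 50% at the single test dose, limit read from the data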;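 also: plate controls were DMSO with enzyme for no effect and no enzyme buffer wells for full effect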
SENP8 block: human SENP8 protease inhibitors, primary screen, biochemical, fluorescence, Nedd8 protein substrate, uHTS; actives 0.64% (n = 360,000); recombinant SENP8; AID 602440, 2012; Sentrin-specific protease 8 (Homo sapiens), Q96LD8; inhibition, % at 20 µM; in the data active = inhibition mostly above about 40%, no sharp cut-off; inactive = mostly below about 27%
SENP6 block: SENP6 protease inhibitors, primary screen, biochemical, luminescence, uHTS; Sentrin-specific protease 6 (Homo sapiens), Q9GZR1; Recombinant SENP6 catalytic domain, aminoluciferin luminescence; inhibition, % at 10 µM; actives 1.8% (n = 330,000); AID 2599, 2010;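 active = inhibition above about 50% at the single tested dose, limit read from the data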;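 also: plate controls were DMSO wells with enzyme for no effect and DMSO wells lacking enzyme for full effect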
Target sequence (Q9GZR1 628-1112 limits assumed): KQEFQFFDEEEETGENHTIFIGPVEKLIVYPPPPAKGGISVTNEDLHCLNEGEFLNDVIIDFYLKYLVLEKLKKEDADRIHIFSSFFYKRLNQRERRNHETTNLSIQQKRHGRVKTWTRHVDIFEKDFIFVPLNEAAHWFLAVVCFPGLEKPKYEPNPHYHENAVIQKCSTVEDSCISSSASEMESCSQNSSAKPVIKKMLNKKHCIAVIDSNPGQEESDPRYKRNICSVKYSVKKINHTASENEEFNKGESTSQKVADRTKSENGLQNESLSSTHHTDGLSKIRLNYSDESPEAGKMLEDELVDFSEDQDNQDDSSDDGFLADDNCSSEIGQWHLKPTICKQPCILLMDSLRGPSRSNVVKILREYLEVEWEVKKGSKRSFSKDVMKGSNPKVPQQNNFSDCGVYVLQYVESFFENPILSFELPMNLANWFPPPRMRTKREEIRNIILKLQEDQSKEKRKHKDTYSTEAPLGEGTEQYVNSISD
ATG4B inhibitor: ATG4B protease inhibitors, primary screen, biochemical, fluorescence, uHTS; Cysteine protease ATG4B (Homo sapiens), Q9Y4P1; ATG4B cleavage of LC3-PLA2, NBD-HPC fluorescence, 1 h; inhibition, % at 8.33 µM; actives 0.51% (n = 340,000); in the data active = inhibition above about 40%
Target sequence (Q9Y4P1 whole entry, looked up): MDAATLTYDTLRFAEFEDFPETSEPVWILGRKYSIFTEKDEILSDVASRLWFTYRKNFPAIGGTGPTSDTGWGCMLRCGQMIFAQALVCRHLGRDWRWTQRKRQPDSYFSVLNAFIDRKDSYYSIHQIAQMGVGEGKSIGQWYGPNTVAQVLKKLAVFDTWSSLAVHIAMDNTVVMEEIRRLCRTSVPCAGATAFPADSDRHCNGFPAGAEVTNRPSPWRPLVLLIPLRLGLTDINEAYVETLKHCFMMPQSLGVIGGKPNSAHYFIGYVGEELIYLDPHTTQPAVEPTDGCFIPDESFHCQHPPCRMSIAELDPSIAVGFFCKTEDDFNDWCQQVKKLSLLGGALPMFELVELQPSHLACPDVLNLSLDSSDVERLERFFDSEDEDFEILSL
PfGluPho inh: PfG6PD enzyme inhibitors, primary screen, biochemical, fluorescence intensity, uHTS; glucose-6-phosphate dehydrogenase-6-phosphogluconolactonase (Plasmodium falciparum 3D7); PfGluPho enzyme, NADPH resazurin-diaphorase fluorescence; AID 504690, 2011; actives 0.78% (n = 350,000); inhibition, % at 20 µM;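 active = inhibition reaching at least a set limit at 20 µM in the primary screen, cut at about 59% in these data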;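 also: 0% = DMSO wells with substrate and 100% = DMSO wells lacking glucose-6-phosphate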
MPTP block: mitochondrial permeability transition pore inhibitors, primary screen, biochemical, isolated mouse mitochondria, absorbance. actives 1.4% (n = 360,000). inhibition, % at 10 µM. Ca2+ swelling absorbance, 30 min. AID 602449, 2012;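 active = inhibition of 50% or more, scaled per plate between neutral and stimulator controls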;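 also: 0% = DMSO wells given calcium and 100% = 1 mM EGTA wells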
GRIN3A LBD mod: binders of NR3A ligand-binding domain, primary screen, biophysical, differential scanning fluorimetry, uHTS | NR3A LBD differential scanning fluorimetry, Tm shift; 0% = protein alone, 100% = glycine-bound protein | Tm shift relative to glycine control, % at 25 µM | actives 2.5% (n = 340,000);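 active = melting temperature shift of at least 10% of the positive control shift, at one fixed dose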
Starred values were filed as active, the others as inactive; nt = no result given.

item	molecule	HKDC1 inhibitor	SENP7 inh	SENP8 block	SENP6 block	ATG4B inhibitor	PfGluPho inh	MPTP block	GRIN3A LBD mod
1	CCN(CC)C(=O)OCCc1cc2ccccc2c(=O)o1	3	0	5	-10	-13	15	0.3	0
2	CC(NC(=O)CSc1nc2ccccc2n1C)c1ccccc1 (configuration not stated)	-4	4	10	-10	-2	-11	-0.2	0
3	CN(C)CCNC(=O)CN1C(=O)CSc2ccc(S(=O)(=O)N3CCCCC3)cc21	-2	3	12	11	1	3	-0.7	-1
4	O=C(CNC(=O)c1ccc(Cl)cc1)Nc1ccccc1C(F)(F)F	-1	-6	3	-6	-3	-3	3.5	-1
5	N#Cc1ccccc1S(=O)(=O)N1CCN(C(=O)CN2C(=O)NC3(CCCC3)C2=O)CC1	2	1	6	-6	4	-14	-0.3	-1
6	COCC(C)NS(=O)(=O)c1ccccc1 (configuration not stated)	-13	-2	4	1	0	16	-1.4	0
7	Cc1ccc(-c2ccc(=O)n(CC(=O)NCc3ccc(F)cc3)n2)cc1	-4	-6	-38	-23	-1	4	1.3	1
8	O=C(O)C(NS(=O)(=O)c1cccc2nsnc12)c1ccccc1 (configuration not stated)	-10	-2	21	-23	5	-1	0.8	0
9	[N-]=[N+]=NCC/C=C\C1NS(=O)(=O)OCC1O (configuration not stated)	-1	-2	7	-6	0	2	0.2	0
10	Cn1c(=O)c2c(nc(N3CCCCC3)n2CCNC2=NCCC2)n(C)c1=O	-4	-12	8	-6	4	-5	-3.6	0
11	COc1ccc(S(=O)(=O)Nc2ccc(C(F)(F)F)cc2)cc1OC	4	-6	36	-1	-16	-10	1.7	-11
12	Cc1cc([N+](=O)[O-])nn1CC(=O)Nc1cccc2nonc12	9	6	-338	3	-6	10	-2.6	-3
13	Cc1cc(C(=O)NN=Cc2ccc(-c3ccc(F)cc3)o2)c(C)o1	-5	-10	-312	-24	-5	2	1.0	16*
14	Nc1ccccc1-c1n[nH]c(=S)s1	-2	nt	-433	nt	-1	4	-6.4	-23
15	NC(=S)N/N=C/C=C/c1ccccc1	-8	3	-8	5	0	-7	-1.0	-2

By substructure: those above with fluorine.
item	molecule	HKDC1 inhibitor	SENP7 inh	SENP8 block	SENP6 block	ATG4B inhibitor	PfGluPho inh	MPTP block	GRIN3A LBD mod
4	O=C(CNC(=O)c1ccc(Cl)cc1)Nc1ccccc1C(F)(F)F	-1	-6	3	-6	-3	-3	3.5	-1
7	Cc1ccc(-c2ccc(=O)n(CC(=O)NCc3ccc(F)cc3)n2)cc1	-4	-6	-38	-23	-1	4	1.3	1
11	COc1ccc(S(=O)(=O)Nc2ccc(C(F)(F)F)cc2)cc1OC	4	-6	36	-1	-16	-10	1.7	-11
13	Cc1cc(C(=O)NN=Cc2ccc(-c3ccc(F)cc3)o2)c(C)o1	-5	-10	-312	-24	-5	2	1.0	16*

3 entries out of the list above, sorted by their value in GRIN3A LBD mod, largest number first:
item	SMILES	GRIN3A LBD mod
7	Cc1ccc(-c2ccc(=O)n(CC(=O)NCc3ccc(F)cc3)n2)cc1	1
9	[N-]=[N+]=NCC/C=C\C1NS(=O)(=O)OCC1O (configuration not stated)	0
14	Nc1ccccc1-c1n[nH]c(=S)s1	-23

Further results.
item	molecule	HKDC1 inhibitor	SENP7 inh	SENP8 block	SENP6 block	ATG4B inhibitor	PfGluPho inh	MPTP block	GRIN3A LBD mod
16	COc1ccc(/C=C/C(=O)O)cc1COc1cccc(C)c1	0	-3	23	-2	0	-31	-0.4	-1
17	CCCCc1c(O)nc(SCC(=O)NCC2CCCO2)[nH]c1=O (configuration not stated)	-6	-2	12	9	-7	-7	0.2	0
18	CCCCN(CC)CCCNC(=O)c1cn(CC(C)C)c(=O)c2c1c1ccccc1n2C	-1	5	-308	-10	0	8	0.1	-1
19	CC(=O)c1ccc(NC(=O)C(C)Oc2ccc(N(C)S(=O)(=O)c3ccc(C)cc3)cc2)cc1 (configuration not stated)	4	1	6	8	-3	12	2.3	-1
20	CC(C)C[C@H]1COCCS(=O)(=O)N1Cc1cccc(C(F)(F)F)c1	2	-8	17	-1	-1	21	0.3	-3
21	CC1CCN(S(=O)(=O)c2ccc(C(=O)NNC(=O)C3CC3)cc2)CC1	1	1	6	-3	0	-2	-0.2	1
22	Cc1ccc(C)c(-c2nc3cc(N)ccc3o2)c1	14	17	-413	55*	-3	13	-4.1	0
23	COc1cc(C2C3=C(CCCC3=O)Nc3[nH]n(-c4ccccc4)c(=O)c32)ccc1O (configuration not stated)	-13	0	23	8	0	11	1.7	-3
24	CSCCC(NC(=O)c1ccco1)C(=O)N1CCC(C(N)=O)CC1 (configuration not stated)	-3	-4	6	-12	-1	1	-0.8	0
25	O=C(c1cccc(-n2cnnn2)c1)N1CC=C(c2ccccc2)CC1	-3	-5	23	-6	-5	-12	1.0	-1
26	Nc1nnc(SCc2ccc([N+](=O)[O-])cc2)s1	-2	2	18	8	2	12	2.5	0
27	CCOc1ccc(NC(=O)CSCc2cnn(-c3ccccc3)c2-n2cccc2)cc1	5	-3	13	-19	-6	-7	16	-8
28	Cc1ccccc1-c1ccccc1N	12	-12	21	2	-6	16	1.3	0
29	COn1c(C)c(C(C)=O)c2c3no[n+]([O-])c3ccc21	-12	2	-75	-26	-8	-8	0.3	-11
30	CCOC(=O)N1CCC(NC(=O)C2CCCN(S(=O)(=O)c3cccnc3)C2)CC1 (configuration not stated)	-7	-1	12	-21	1	-18	-1.9	-1
31	O=C(O)/C=C/C(=O)N1CCN(c2ccccc2F)CC1	-10	4	13	-16	-13	-7	0.8	-3
32	COc1ccc(/C=N/NC(=O)c2c(C)nnn2-c2nonc2N)cc1OC	-7	-3	-103	2	0	-1	0.6	19*
33	CC1CC(C)CN(CCCNC(=O)Cn2ncn3cccc3c2=O)C1 (configuration not stated)	-2	-3	5	-7	-12	-7	-1.6	0
34	COc1ccc(CC(=O)NC(C)CCc2ccccc2)cc1OC (configuration not stated)	-6	0	-26	0	-2	-6	0.0	-1
35	COc1ccccc1C(=O)Nc1ccc(C(=O)N2CCCC2)cc1	-2	17	15	13	13	-2	-2.7	-2
36	COc1ccc(/C=C2\N=C(C)OC2=O)cc1[N+](=O)[O-]	1	-5	15	-10	-5	-10	3.3	3
37	CCCn1c(SCC(=O)N2CCCC(C)C2)nnc1-c1ccccn1 (configuration not stated)	1	-3	2	-5	2	-14	-2.2	0
38	CCOc1ccc(N(CC(=O)N/N=C/c2ccccn2)S(=O)(=O)c2ccc(Cl)cc2)cc1	-2	-10	3	-7	-14	10	1.1	-12
39	COc1ccc(Nc2ncnc3c2cnn3-c2cccc(C)c2)cc1OC	9	-6	-70	-17	2	-25	1.6	0
40	CCCC(=O)N1CC2(C)CN(C(=O)CCC)CC(CCC)(C1)C2=O	-8	-12	17	-22	-12	-1	-0.2	0
41	O=C(NN1C(=O)NC2(CCCCC2)C1=O)c1ccc(-c2ccccc2Cl)o1	7	9	0	-4	12	-11	-1.4	0
42	Cc1cc(C)c2c(CC(=O)NC(C)C)coc2c1	-4	7	17	-9	-12	-3	-0.2	-2
43	O=C(C[C@H]1C[C@H](C(=O)N2CCOCC2)[C@@]2(CCC3CCCC3)c3[nH]c4cc(-c5ccco5)ccc4c3CCN2C1=O)NCCN1CCOCC1	-4	4	-372	nt	-6	27	-1.0	-10
44	O=C(CNC(=O)c1ccccc1F)N/N=C/c1ccc2c(c1)OCO2	-6	4	3	-12	-2	-3	-2.8	3
45	COc1ccc(S(=O)(=O)N2CCOC2CNC(=O)C(=O)NCCc2c[nH]c3ccccc23)cc1C (configuration not stated)	3	4	16	-14	-7	3	0.2	-5

GRIN3A LBD mod: hit marks shown above
nr | Molecule | HKDC1 inhibitor | SENP7 inh | SENP6 block | ATG4B inhibitor | PfGluPho inh | MPTP block | GRIN3A LBD mod
13 | Cc1cc(C(=O)NN=Cc2ccc(-c3ccc(F)cc3)o2)c(C)o1 | -5 | -10 | -24 | -5 | 2 | 1.0 | 16*
32 | COc1ccc(/C=N/NC(=O)c2c(C)nnn2-c2nonc2N)cc1OC | -7 | -3 | 2 | 0 | -1 | 0.6 | 19*

Following part
item	molecule	HKDC1 inhibitor	SENP7 inh	SENP8 block	SENP6 block	ATG4B inhibitor	PfGluPho inh	MPTP block	GRIN3A LBD mod
46	Cc1cc(C)c[n+](-c2[nH]c(=O)sc2/C=N/N=C(\[O-])c2cccnc2)c1	-1	-16	29	1	-1	2	-0.7	0
47	CC(CNc1ccc([N+](=O)[O-])cc1)NC(=O)c1ccccc1Br (configuration not stated)	-7	4	19	-26	0	4	0.0	3
48	Cc1c(Cl)cccc1NC(=O)CSc1nc(=O)n(CCCN2CCOCC2)c2c1CCC2	-2	-2	6	-9	0	-8	1.4	1
49	CC(C)Cc1cc(C(=O)Nc2sc3c(c2C#N)CCCC3)no1	3	-1	-9	8	6	31	2.1	-5
50	COc1ccc(OC)c(C2NC(=O)CCC2[N+](=O)[O-])c1 (configuration not stated)	0	4	9	4	-8	-8	0.4	2
51	CCN(CC)CCCNC(=O)C1CCN(C(=O)c2cc3sccc3n2Cc2ccc(F)cc2)CC1	-6	4	10	-7	-5	8	-0.5	nt
52	CN(C(=O)c1ccc(NC(=O)Cc2cccc([N+](=O)[O-])c2)cc1)C1CC1	4	-4	15	0	7	-9	-0.7	-1
53	COc1ccc(C)cc1S(=O)(=O)N(CC(=O)NC1CCCC1)c1ccc(F)cc1	-1	-2	10	-7	-3	8	0.7	0
54	CCN(CC)C(C(=O)Nc1ccc(C(C)C)cc1)c1ccc2c(c1)OCO2 (configuration not stated)	1	3	27	-9	0	42	-0.4	2
55	CC(C)(C)c1ccccc1NC(=S)NC1CCCC1	3	4	7	12	7	-17	1.2	-2
56	CCNC(=O)Nc1cc(S(=O)(=O)Nc2ccc(OC)cc2)ccc1N1CCOCC1	-7	-11	2	-15	-28	-16	94*	0
57	COc1ccc(C(=O)N/C(=C\c2cn(C)c3ccccc23)C(=O)NCCCN2CCOCC2)cc1OC	-5	-11	8	-11	-3	19	0.3	-3
58	CS(=O)(=O)N1N=C(c2ccco2)CC1c1cccc([N+](=O)[O-])c1 (configuration not stated)	-7	-3	13	-10	-8	6	1.9	0
59	COc1ccccc1Oc1ccc2c(c1)C(=O)N(c1ccc(C)cc1)C2=O	1	-7	27	-22	1	-4	-0.2	0
60	COc1ccc(OC)c(NS(=O)(=O)c2ccc(-c3coc(C)n3)cc2)c1	-3	-2	11	13	-3	-4	-0.5	-5
61	O=C(Nc1ccnc(-c2cccnc2)n1)c1ccc(Cl)c(Cl)c1	-5	-8	15	-4	9	-3	0.3	0
62	Cc1ccccc1Nc1nnc(C)c(=O)n1N	0	2	12	-5	-11	-4	-0.8	3
